From PubChem BioAssay
TAAR1 agonist – agonists of human TAAR1. Q96RJ0. CHO RD-HGA16 TAAR1, Fluo-8 calcium fluorescence; vehicle wells 0%, saturating PEA agonist 100%. activation, % at 3 µM. 360,000 tested, 0.99% active. AID 624467;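 active = activation above the mean activation of all test compounds in the run plus 3 SD, cut at about 38% in these data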
Target sequence (Q96RJ0 whole entry, looked up): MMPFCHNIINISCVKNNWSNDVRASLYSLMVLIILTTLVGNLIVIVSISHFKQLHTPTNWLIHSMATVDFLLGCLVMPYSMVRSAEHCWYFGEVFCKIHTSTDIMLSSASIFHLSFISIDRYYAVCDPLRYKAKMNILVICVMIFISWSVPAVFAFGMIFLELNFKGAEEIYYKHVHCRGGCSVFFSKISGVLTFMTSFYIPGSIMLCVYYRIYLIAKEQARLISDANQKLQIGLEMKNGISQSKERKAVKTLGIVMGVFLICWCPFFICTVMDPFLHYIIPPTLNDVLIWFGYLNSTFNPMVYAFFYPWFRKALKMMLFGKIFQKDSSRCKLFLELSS
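System: CHO-derived RD-HGA16 cells with stable Gα16 and human TAAR1. Times: 17-24 h plating, Fluo-8 75 min 37 °C, 30 min RT. Measured by: calcium-sensitive Fluo-8 signal, excitation 470-495, emission 515-575 nm. Read-out basis: % activation relative to PEA EC100 response. Control set: DMSO and PEA EC100. Repeats: no replicates (n 1).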
M1 PAM – positive allosteric modulators of human M1 muscarinic receptor; CHO-K1 hM1, Fluo-8 calcium fluorescence, ACh EC20; 0% = ACh EC20, 100% = maximal ACh; 360,000 tested, 0.088% active; activation, % at 3 µM; in the data active = activation above about 19%, passing the limit was not always enough
Target sequence (P11229 whole entry, looked up): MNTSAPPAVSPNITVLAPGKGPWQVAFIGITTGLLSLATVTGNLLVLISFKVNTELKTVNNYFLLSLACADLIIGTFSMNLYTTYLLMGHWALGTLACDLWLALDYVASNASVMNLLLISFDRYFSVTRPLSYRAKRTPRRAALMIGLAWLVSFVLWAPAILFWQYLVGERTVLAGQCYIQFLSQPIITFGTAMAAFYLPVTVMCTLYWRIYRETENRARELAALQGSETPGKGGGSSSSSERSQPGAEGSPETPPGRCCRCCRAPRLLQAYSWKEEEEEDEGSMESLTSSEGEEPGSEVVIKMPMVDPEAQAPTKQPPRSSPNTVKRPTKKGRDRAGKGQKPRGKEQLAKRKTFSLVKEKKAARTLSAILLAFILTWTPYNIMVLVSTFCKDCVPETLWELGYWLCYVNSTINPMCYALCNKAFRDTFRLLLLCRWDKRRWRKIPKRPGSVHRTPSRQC
CHO parental Ca – counter-screen for OX1R antagonists: effect in parental CHO cells; parental CHO-K1, ATP-induced calcium, Fluo-8 fluorescence; inhibition, % at 5.6 µM; 330,000 tested, 0.63% active; AID 463079;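 active = inhibition above that plate's mean sample inhibition plus 3 SD, cut at about 26% in these data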;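 note: 0% = ATP-challenged DMSO wells and 100% = DMSO wells without ATP; some compounds past the cut are filed as inactive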
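test system = CHO parental line | reagent = ATP stimulus | measured by = intracellular calcium via Fluo-8 no-wash fluorescent dye | control set = ATP and no-ATP DMSO wells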
CHO-K1 Ca PAM – M1 PAM counterscreen hit in parental CHO-K1 cells; 360,000 tested, 0.02% active; ATP EC20, Fluo-8 calcium fluorescence; 0% at ATP EC20, 100% at ATP max; activation, % at 3 µM;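 active = activation above the run cutoff, the mean activation of all test compounds plus 3 SD, cut at about 40% in these data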;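 note: peak over basal fluorescence ratio in a 140 s read after ATP addition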
TAAR1 antag – human TAAR1 antagonism | CHO RD-HGA16 TAAR1, Fluo-8 calcium fluorescence, antagonist | inhibition, % at 3 µM | 360,000 tested, 1.5% active | AID 624466;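 active = inhibition above a per-plate cutoff, the mean inhibition of test compounds on that plate plus 3 SD, cut at about 49% in these data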;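 note: 0% = DMSO plus EC80 beta-PEA response and 100% = DMSO alone without agonist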
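System: RD-HGA16 CHO cells with stable hTAAR1 and Gα16 | Probe or stimulus: EC80 β-phenethylamine stimulus | Dosing: 3 µM, single point | Times: Dye loading 75 min at 37 °C, then 30 min room temperature | Measured by: Fluo-8 calcium-sensitive fluorescence | Read-out basis: % inhibition of agonist calcium response | Replicates: n of 1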
CHO-K1 Ca antag – counter-screen for M1 antagonists: effect in parental CHO-K1 cells; ATP-induced calcium, Fluo-8 fluorescence; inhibition, % at 3 µM; 360,000 tested, 0.6% active; AID 602250;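 active = inhibition above a per-plate cutoff, the plate's mean sample inhibition plus 3 SD, cut at about 24% in these data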;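 note: 0% = DMSO plus EC80 ATP and 100% = DMSO alone without ATP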
M1 ag parental – nonselective activator or artifact in parental CHO-K1 cells; AID 602248; Fluo-8 calcium fluorescence; scaled to maximal ATP response, vehicle zero; activation, % at 3 µM; 360,000 tested, 0.48% active; in the data active = activation above about 15%;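 note: untransfected CHO-K1 host cells lacking M1 receptor as counterscreen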
M1 antag – antagonists of human M1 muscarinic receptor | CHO-K1 hM1, Fluo-8 calcium fluorescence, ACh EC80 antagonist | inhibition, % at 3 µM | 360,000 tested, 1.3% active | AID 588852;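 active = percent inhibition above its own plate's cutoff, namely the mean of that plate's compound wells plus 3 SD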;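 note: peak over basal fluorescence ratio during 140 s after agonist addition; 0% = ACh EC80 plus DMSO and 100% = DMSO alone without agonist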
M1 ag – human M1 muscarinic receptor agonism | 360,000 tested, 0.33% active | activation, % at 3 µM | AID 588814 | P11229 | CHO-K1 hM1, Fluo-8 calcium fluorescence, agonist mode; 0% DMSO, 100% acetylcholine EC100;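 active = activation above the run's mean compound activation plus 3 SD, cut at about 16% in these data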;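 note: peak over basal fluorescence ratio within a 140 s kinetic read after compound addition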
An asterisk follows results filed as active; . = no result given.

SMILES | TAAR1 agonist | M1 PAM | CHO parental Ca | CHO-K1 Ca PAM | TAAR1 antag | CHO-K1 Ca antag | M1 ag parental | M1 antag | M1 ag
COC(=O)c1[nH]nc(-c2ccccc2)c1-c1ccccc1 | -2 | 7 | 4 | 6 | -14 | -4 | 2.9 | -13 | -2
O=C1/C(=C/c2ccccc2O)SC(=S)N1Cc1cccnc1 | 1 | 6 | -6 | 22 | -1 | -9 | 1.2 | -2 | -4
COCc1ccc(CN2CCCC(CCC(=O)NCc3cccc(OC)c3)C2)o1 (stereo not given) | 7 | 3 | -8 | 21 | 5 | -4 | 0.3 | -9 | -14
Cc1nc2nc(-c3ccc(Cl)cc3)cn2nc1C | 5 | -2 | 3 | 6 | -11 | -9 | 1.9 | 4 | -3
CC(C)(O)CC[C@@H](O)[C@](C)(O)C1CC[C@@]2(O)C3=CC(=O)[C@@H]4C[C@@H](O)[C@@H](O)C[C@]4(C)C3CC[C@]12C (stereo not given in full) | 18 | 13 | -8 | 3 | 6 | -1 | 1.5 | -10 | -2
N#CCCN(C(=O)CN1c2cccc3cccc(c23)S1(=O)=O)c1ccccc1 | 9 | 1 | -18 | 8 | 0 | -8 | 0.1 | -3 | -1
Cc1cc(NC(=O)c2ccc(S(=O)(=O)N(C)C)cc2)n(-c2ccccn2)n1 | 8 | -1 | -8 | 3 | 12 | 4 | 0.9 | 0 | -5
O=C(CN1C(=O)S/C(=C\c2ccccc2Cl)C1=O)NCCCn1ccnc1 | 1 | -3 | -1 | -5 | -26 | -13 | 0.2 | 4 | -6
COc1cccc(/C=C/C(=O)c2ccc3c(c2)OCCO3)c1OC | 2 | 11 | -17 | -26 | 11 | 9 | 0.9 | -3 | 1
CCCC1C2C(=O)N(c3ccccc3OCC)C(=O)C2ON1c1ccccc1 (stereo not given) | 12 | 3 | -18 | 18 | 42 | 4 | 3.4 | -4 | -3
COc1ccc(NC(=O)N2CCNC(=O)C2CC(=O)Nc2ccc(F)cc2)cc1 (stereo not given) | 2 | 1 | -7 | -18 | -3 | 1 | -0.2 | 7 | -1
CCOC(=O)Nc1nc(C)c(C(=O)c2ccc(Cl)cc2)s1 | 5 | -6 | -16 | -6 | -2 | 13 | 0.1 | 9 | -5
Cc1cc(SCn2nnc3ccccc3c2=O)nc2ccccc12 | 5 | 12 | -11 | 15 | -29 | -4 | -0.2 | -3 | -4
C(=N\N1CCN(c2ccccn2)CC1)/c1cccc2ccccc12 | -2 | -2 | -16 | -18 | -4 | 12 | 0.3 | 2 | -3
Cc1ccc(/C=C/c2nc3ccccc3[nH]2)o1 | 1 | -5 | 3 | -10 | 14 | 10 | 0.7 | 24 | -2
CCn1c(COc2cccc3cccnc23)nnc1SCC(=O)O | 1 | 4 | -11 | 9 | 0 | -11 | 0.0 | -5 | -1
CCOc1ccc(NC(=O)c2cc3c(C)nc4ccccc4c3o2)cc1 | 0 | 9 | -19 | 16 | 1 | -6 | 0.5 | -18 | 1
Cn1c(C(=O)NCCN2CCc3ccccc3C2)cc2c(=O)[nH]c3ccccc3c21 | 5 | 3 | -12 | 15 | 5 | -11 | 1.7 | -4 | -4
CCN1C(N(C)CCc2c[nH]c3ccccc23)=N[C@@H](c2cccc(C(F)(F)F)c2)C(C(=O)OC)=C1C | . | 4 | 12 | -3 | . | 11 | 3.7 | 11 | -6
Cc1ccc(-c2c(C(=O)NC(C)C)oc(=O)c3ccccc23)cc1 | 7 | 10 | -6 | 21 | -2 | -2 | 0.2 | -13 | -9
Cc1cc(C(=O)NCc2ccco2)c2ccccc2n1 | 0 | 7 | -5 | 13 | -8 | -8 | 0.2 | -1 | -4
CSc1ccccc1OCc1cc(C(=O)N2CCc3c(Cl)cccc3C2)no1 | 0 | 20 | 58* | -12 | 8 | -1 | 0.8 | 6 | 4
COc1ccc(Cl)cc1NC(=O)N1CCN(c2ccccc2OC)CC1 | 1 | -1 | -11 | 9 | -24 | -12 | 5.9 | -3 | -3
CCOc1ccsc1C(=O)OC | 13 | 8 | -2 | 16 | -6 | -10 | 0.7 | -14 | -3
CCOc1ccc2nc(N(CCCN(C)C)C(=O)c3ccc(S(=O)(=O)N4CCCC4)cc3)sc2c1 | 14 | 8 | -14 | -14 | 1 | 0 | 1.6 | 1 | -5
CN(C)CCCNC(=O)CC(c1ccc(F)cc1)c1ccco1 (stereo not given) | 10 | 0 | -19 | 13 | -1 | -3 | 0.3 | -32 | -10
C/C(=N\N)c1c(-c2ccccc2)c2cc(Br)ccc2[nH]c1=O | . | 5 | -27 | 15 | . | -7 | 0.1 | -4 | -2
CCOC(=O)CN(C(=O)CNC(=O)c1ccco1)C(C(=O)NC1CCCC1)c1ccccc1OCC (stereo not given) | 6 | 7 | -28 | 14 | 0 | -1 | 1.6 | -3 | -3
CCC(NS(=O)(=O)c1ccc(OC)cc1)C(=O)O (stereo not given) | 13 | 7 | 7 | 20 | -4 | -13 | -0.1 | -5 | -2
COc1ccccc1N1CCN(C/C(C)=C/c2ccccc2)CC1 | 21 | -15 | -30 | 7 | 6 | 4 | 0.8 | 22 | -13
COc1ccc(-c2nnn(CC(=O)NCc3cccs3)n2)cc1OC | 6 | 4 | -11 | 22 | 6 | -16 | 4.2 | -11 | 0
O=C(COc1ccc2ccccc2c1Br)Nc1cccnc1 | 8 | -6 | -14 | 1 | -14 | -6 | 8.2 | 3 | 2
O=C1CCCN1CCCN1C(=O)N[C@@H](Cc2ccccc2)C1=O | 0 | 11 | -1 | 21 | 16 | -12 | 0.5 | -13 | -2
O=C(c1ccc2c(c1)OCO2)N(CC1CCCO1)C1(C(=O)NC2CCCC2)CCCCC1 (stereo not given) | 2 | 3 | -18 | 16 | -7 | -9 | 0.3 | -14 | -5
CC[n+]1c(C)sc2c3ccsc3ccc21 | 12 | 4 | 20 | -4 | 1 | -3 | -0.3 | -5 | -4
CC(=O)OCC(=O)[C@@]1(O)CC[C@H]2[C@@H]3C[C@H](C)C4=CC(=O)C=C[C@]4(C)[C@H]3[C@@H](O)C[C@@]21C | 3 | 2 | -1 | 23 | -10 | -12 | 1.8 | -21 | -2
CCN=C1SC(CC(=O)NCCc2ccc(OC)c(OC)c2)C(=O)N1CC (stereo not given) | 4 | -5 | -7 | -4 | 13 | 7 | 0.9 | 8 | -1
O=C(Nc1ccccc1N1CCCC1)c1cc(S(=O)(=O)N2CCOCC2)ccc1Cl | 0 | 2 | -18 | 9 | 3 | -14 | 0.5 | -7 | -8
Cc1cc(Nc2ccc(Cl)cc2)nc(N)n1 | 53* | 3 | -4 | 3 | 16 | 9 | 0.5 | -4 | -7
Cc1ccc(C(=O)OCC(=O)NC2CCCCCCC2)cc1C | -2 | 6 | . | 14 | -6 | 1 | 0.8 | -8 | -6

A second format for some results above.
| mol | TAAR1 agonist | M1 PAM | CHO parental Ca | CHO-K1 Ca PAM | TAAR1 antag | CHO-K1 Ca antag | M1 ag parental | M1 antag | M1 ag |
| --- | --- | --- | --- | --- | --- | --- | --- | --- | --- |
| O=C(c1ccc2c(c1)OCO2)N(CC1CCCO1)C1(C(=O)NC2CCCC2)CCCCC1 (stereo not given) | 2 | 3 | -18 | 16 | -7 | -9 | 0.3 | -14 | -5 |
| Cc1ccc(C(=O)OCC(=O)NC2CCCCCCC2)cc1C | -2 | 6 | . | 14 | -6 | 1 | 0.8 | -8 | -6 |
| CN(C)CCCNC(=O)CC(c1ccc(F)cc1)c1ccco1 (stereo not given) | 10 | 0 | -19 | 13 | -1 | -3 | 0.3 | -32 | -10 |

(more compounds)
SMILES | TAAR1 agonist | M1 PAM | CHO parental Ca | CHO-K1 Ca PAM | TAAR1 antag | CHO-K1 Ca antag | M1 ag parental | M1 antag | M1 ag
O=C(Nc1nccs1)c1ccc(Cl)nc1 | 1 | 6 | -4 | 17 | -4 | 2 | 4.3 | -5 | -1
CCOC(=O)N1CCN(S(=O)(=O)c2ccc(OC)cc2)CC1 | 9 | 8 | 1 | 13 | -4 | -19 | 1.7 | -3 | -1
C#CCn1c(=NC(=O)CN2C(=O)CCC2=O)sc2cc(S(N)(=O)=O)ccc21 | 4 | 6 | 3 | 6 | 3 | -5 | -0.2 | -18 | -6
COc1cccc(NC(=O)CC(=O)c2ccccc2)c1 | 9 | 0 | -5 | -2 | -6 | -4 | 0.3 | 14 | -2
COc1ccccc1CNC(=O)CCS(=O)(=O)c1ccc2c(c1)CCN2C(C)=O | 0 | 1 | -5 | 11 | -8 | -11 | 6.0 | -1 | -3
O=S(=O)(Nc1cccc(-n2cnnn2)c1)c1cc(Br)ccc1Br | 2 | -3 | 2 | -4 | -6 | -11 | 4.4 | -8 | -4
Cc1c(C(=O)O)oc2ccc(S(=O)(=O)NCCC3=CCCCC3)cc12 | 18 | 9 | -3 | 8 | -27 | -2 | -0.5 | -10 | -4
CCOC(=O)C1CCN(C(=O)C2CCN(S(=O)(=O)c3cc(Cl)ccc3OCC)CC2)CC1 | 2 | -3 | 0 | 3 | -26 | -13 | 7.5 | 0 | -2
CCn1c(SCC(=O)Nc2ccc3c(c2)OCCO3)nnc1C1CC1 | 10 | 0 | -9 | -10 | -10 | 6 | 0.6 | 7 | -7
CCOC(=O)c1c(NC(=S)NC(=O)c2ccc(Cn3cc(Cl)cn3)o2)sc2c1CCCCC2 | 0 | 2 | -5 | 2 | 6 | -8 | -0.4 | -17 | -2
COCCNCC#CCOc1ccc(OC)cc1 | 3 | 1 | 0 | 15 | -1 | 1 | 5.3 | -4 | -7
CCc1nnc(NC(=O)CSc2nnc(CNc3ccc(Cl)cc3)o2)s1 | . | 4 | -10 | -7 | . | 10 | 0.7 | -4 | 0
C=CCC1(CC=C)CCCN1C(=O)C1CCC(=O)N(Cc2ccc(Cl)cc2)C1 (stereo not given) | 3 | -3 | . | 4 | -16 | -3 | 0.2 | -7 | -6
COCCNC(=O)COC(=O)c1cccnc1SC | 0 | -2 | -4 | -5 | -28 | -7 | 0.9 | 4 | -4
CN(C)CCNC(=O)COc1cccc2c1OC(C)(C)C2 | 0 | 7 | -5 | 17 | -12 | -9 | 0.7 | -11 | -6
S=c1[nH]cc2cnccn12 | 2 | 2 | . | 17 | -29 | -12 | 0.7 | -8 | -3
CCOc1ccc(C(=O)N(C)C2CCS(=O)(=O)C2)cc1 (stereo not given) | 1 | 6 | -7 | 13 | 7 | -2 | 0.1 | -4 | -4
CCC(C)(C)NC(=S)Nc1ccccc1C | 1 | 11 | -14 | 12 | -22 | 1 | 10 | -5 | -3
CS(=O)(=O)c1sc(C(=O)NC(=O)Nc2cccc(C(F)(F)F)c2)c2c1C=CCC2 | 3 | 6 | 3 | 19 | 3 | -13 | 1.3 | -14 | -3
CCOC(=O)C1=CCN(S(=O)(=O)c2ccc(C)cc2)C1c1cccc2ccccc12 (stereo not given) | -1 | -6 | . | 3 | -14 | 4 | 0.2 | 6 | -3
Nc1nnc(-c2cccc([N+](=O)[O-])c2)s1 | 6 | -6 | -6 | 0 | 5 | 6 | 1.7 | 4 | -3
CC(=O)Nc1ccc(NS(=O)(=O)c2ccc(C)cc2)cc1[N+](=O)[O-] | 1 | 2 | -14 | 7 | 2 | -2 | 1.1 | -12 | 1
